# Tb PGK inh = qHTS Assay to Find Inhibitors of Phosphoglycerate Kinase; Phosphoglycerate kinase, glycosomal (Trypanosoma brucei brucei), P07378; PGK/GAPDH coupled, Kinase-Glo luminescence, 60 min; Potency, µM (series often up to 57.5 µM), inactives show top-dose activity change, negative = inhibition, actives largely listed as inhibitors; 380,000 tested, 0.043% active; AID 602233, 2012; note: potency is the fitted concentration of half-maximal effect; % is set by controls: 0 for no effect and ±100 for the full control effect; nearly all actives have a fitted effect of over 60% in size
#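 Recombinant glycosomal PGK reaction used 1,3-bisphosphoglycerate generated in-well by GAPDH (100nM final) in 100mM TEA pH 7.6, 5mM MgCl2, 0.01% Tween-20. After 60 minutes at room temperature, ATP was read by Kinase-Glo Plus luminescence end-point.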
# Pin1 inhibitor = qHTS Assay to Find Inhibitors of Pin1. Potency, µM (titrated, usually from 115 µM), for the others: at the highest dose activity, negative = inhibition, actives largely listed as inhibitors. Peptidyl-prolyl cis-trans isomerase NIMA-interacting 1 (Homo sapiens), Q13526. 390,000 tested, 0.009% active. Pin1 FP peptide displacement, HiFluor488, 10 min; active = well fitted inhibition curve with a large enough effect in the polarisation, with a control signal flat, not every such curve was filed as active; inconclusive = small, poorly fitted or top-dose-only effect, or effect the other way, or a change in a side signal; inactive = no such curve, though single readings can be large or run the other way; the % refers to the polarisation; note: potency is the fitted concentration of half-maximal effect; % is set by controls: 0 for no effect and ±100 for the full control effect
# Target sequence (Q13526 whole entry, looked up): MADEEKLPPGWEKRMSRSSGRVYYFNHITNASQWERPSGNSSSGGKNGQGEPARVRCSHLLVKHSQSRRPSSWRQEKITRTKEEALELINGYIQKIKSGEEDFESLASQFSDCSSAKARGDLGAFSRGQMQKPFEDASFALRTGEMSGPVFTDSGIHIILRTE
# BAZ2B inh = qHTS Assay for Inhibitors of BAZ2B. Bromodomain adjacent to zinc finger domain protein 2B (Homo sapiens), Q9UIF8. AlphaScreen BAZ2B-H3K14Ac peptide displacement. Potency, µM (titrated, usually from 114 µM), inactives show at the highest dose activity change, negative = inhibition, actives largely listed as inhibitors. 360,000 tested, 4.4% active; note: potency is the fitted concentration of half-maximal effect; % is set by controls: 0 for no effect and ±100 for the full control effect; nearly all actives have a fitted effect of over 60% in size
#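 Protein-peptide AlphaScreen: BAZ2B 50 nM, b-H3K14Ac 50 nM, 1x PBS pH 7.4 + 0.01% Tween-20. Preincubation 30 min RT; cpd 30 min RT (top 110 uM); beads 20 min RT, light-protected.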
# ERG-DNA inh = qHTS for Small Molecule Inhibitors of the ERG Ets/DNA interaction; Transcriptional regulator ERG (Homo sapiens), P11308; fluorescence polarization, His-ERG Ets domain / labelled DNA; Potency, µM (titrated, usually from 76.9 µM), inactives show at the top dose FP activity, negative = inhibition, usual class: inhibitors; 370,000 tested, 0.028% active; AID 624246, 2012; active = well fitted inhibition curve with a large enough effect in the polarisation, with a control signal flat; inconclusive = small, poorly fitted or top-dose-only effect, or effect the other way, or a change in a side signal; inactive = no such curve, though single readings can be large or run the other way; the % refers to the polarisation;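 note: polarization taken with two DNA probes labelled with fluorescein and Texas red; potency is the fitted concentration of half-maximal effect; % of control where 0% means no effect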
#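 His-tagged ERG Ets domain (1 uM in the protein solution; 300mM KCl, 50mM Tris-HCl, 1mM EDTA, 1mM DTT, pH 7.5) received compound, then a probe mix of 5 nM fluorescein-DNA and 100nM Texas-615-DNA. Fluorescence polarization was read for both dyes.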
# PI4K2A block = qHTS for small molecular inhibitors of PI4K2A; purified PI4K2A, ADP-Glo luminescence, 1 h; hits give low values; activity change, negative = inhibition, % at 76.9 µM; 420,000 tested, 0.13% active; AID 1346378, 2018; in the data active = activity change below about -50%; inconclusive = mostly about -30% to -49%;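 note: -100% = wells without enzyme as full effect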
# Target sequence (Q9BTU6 whole entry, looked up): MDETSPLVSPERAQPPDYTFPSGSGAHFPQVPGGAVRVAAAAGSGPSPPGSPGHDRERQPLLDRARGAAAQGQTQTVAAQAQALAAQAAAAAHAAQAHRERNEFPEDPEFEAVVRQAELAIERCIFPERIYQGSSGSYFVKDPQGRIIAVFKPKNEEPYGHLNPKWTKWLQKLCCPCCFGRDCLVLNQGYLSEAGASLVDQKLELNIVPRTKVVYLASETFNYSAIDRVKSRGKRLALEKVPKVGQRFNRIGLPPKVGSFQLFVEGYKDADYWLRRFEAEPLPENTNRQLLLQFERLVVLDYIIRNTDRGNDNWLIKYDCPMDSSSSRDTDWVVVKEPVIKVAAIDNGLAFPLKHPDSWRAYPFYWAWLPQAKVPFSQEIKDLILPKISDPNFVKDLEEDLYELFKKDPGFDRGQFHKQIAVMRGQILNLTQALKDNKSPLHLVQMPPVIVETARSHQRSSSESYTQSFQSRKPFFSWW
#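 Compounds are screened against recombinant PI4K2A using PI as substrate and ATP, the latter dispensed at 300 microM. Reactions run one hour at ambient temperature before ADP-Glo detection; full inhibition defined by wells lacking enzyme.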
# G9a inh = qHTS Assay for Inhibitors of Histone Lysine Methyltransferase G9a. 350,000 tested, 8.8% active. G9a H3K9 monomethylation, AlphaScreen, 2 h. Histone-lysine N-methyltransferase EHMT2 (Homo sapiens), Q96KQ7. Potency, µM (top dose mostly 102 µM), inactives show top-dose activity, negative = inhibition, actives largely listed as inhibitors. AID 504332, 2011; note: potency is the fitted concentration of half-maximal effect; % is set by controls: 0 for no effect and ±100 for the full control effect; nearly all actives have a fitted effect of over 75% in size
#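 Quantitative HTS format: methyltransferase activity on a biotin-tagged H3K9 peptide is measured by AlphaScreen, using a rabbit anti-monomethyl-H3K9 antibody with streptavidin donor and anti-IgG acceptor beads. Final levels are 20 nM enzyme, 500 nM peptide, 20 uM SAM; 2 h RT.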
# HP1b binding inh = HTS for Inhibitors of HP1-beta Chromodomain Interactions with Methylated Histone Tails; Chromobox protein homolog 1 (Homo sapiens), P83916; AlphaScreen HP1-beta / biotin-H3K9me3 peptide binding; Potency, µM (highest dose often 114 µM), without a hit: top-dose activity change, negative = inhibition, hits mostly inhibitors; 390,000 tested, 0.56% active; AID 540317, 2011; note: potency is the fitted concentration of half-maximal effect; nearly all actives have a fitted effect of over 70% in size; inactives centre near 23
# Target sequence (P83916 whole entry, looked up): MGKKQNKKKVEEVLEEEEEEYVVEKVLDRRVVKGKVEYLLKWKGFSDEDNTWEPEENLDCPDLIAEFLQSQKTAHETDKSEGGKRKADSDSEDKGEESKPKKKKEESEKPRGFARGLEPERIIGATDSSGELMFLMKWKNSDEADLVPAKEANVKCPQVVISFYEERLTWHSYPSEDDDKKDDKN
#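 HP1-beta protein (50 nM final) preincubated 30 min at room temperature with biotinylated H3(1-18)K9me3 peptide (50 nM) in PBS pH 7.4, 0.01% Tween-20, then compound added for 30 min. AlphaScreen streptavidin donor/nickel chelate acceptor beads (10 ug/mL final), 30 min dark, luminescence read.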
# JMJD2A Tudor = qHTS Assay for Inhibitors of JMJD2A-Tudor Domain; 390,000 tested, 4.4% active; AlphaScreen JMJD2A-Tudor / H3K4me3 peptide binding; Potency, µM (top dose mostly 114 µM), inactives show at the highest dose activity change, negative = inhibition, hits mostly inhibitors; note: potency is the fitted concentration of half-maximal effect; % is set by controls: 0 for no effect and ±100 for the full control effect; nearly all actives have a fitted effect of over 50% in size
# GLS inhibitor = qHTS for Inhibitors of Glutaminase (GLS); Potency, µM (titrated, usually from 45.5 µM), for the others: at the highest dose activity change, negative = inhibition, actives largely listed as inhibitors; 410,000 tested, 0.21% active; GLS enzymatic activity, qHTS titration; AID 624170, 2012; note: potency is the fitted concentration of half-maximal effect; % is set by controls: 0 for no effect and ±100 for the full control effect
#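 Read-out is an Amplex red fluorescence increase coupled through glutamate oxidase and HRP, measured before and after 30 min room-temperature incubation. hKGA is in 45 mM KH2PO4 (pH 8.2) with 0.02% Tween-20; glutamine added as 1mM solution.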
# Active calls of the source: *; i = inactive; ? = inconclusive; nt = not tested or not shown; & = joins results of further samples; [ ] = dose if it differs, or a comment. Unless noted, calls come from the whole dose curve; as a rule, active = well fitted curve in the direction sought with a large enough effect; inconclusive = small, poorly fitted or top-dose-only effect, or another doubt; inactive = no such curve, though single readings can be large; an effect the other way counts as inactive or inconclusive. Rows were taken by chance; any-hit rate near 11%.
SMILES,Tb PGK inh,Pin1 inhibitor,BAZ2B inh,ERG-DNA inh,PI4K2A block,G9a inh,HP1b binding inh,JMJD2A Tudor,GLS inhibitor
CCN(CC)CC(C)CNC(=O)c1cc(-c2ccc(Br)s2)nc2ccccc12 (centres undefined),9%,9%,-2%,3%,-1,?,33%[activator],-1%,0%
CCc1cc(=O)oc2c(C)c(OCC(=O)N3CC[C@@]4(O)CCCC[C@H]4C3)ccc12,i,-2%,-4%,-5%,-1,27%[12.7 µM],13%,-16%,7%
O=C(N/C(=C/c1cccs1)C(=O)N1CCCC1)c1ccccc1,5%,-2%,-1%,-6%,-1,-14%,35%[activator],11%,-8%
CCOC(=O)c1nnn(-c2ccc(OC)cc2)c1N,-5%,-1%,10%,6%,1,20%[59 µM],55%[activator],-2%,1%
Cc1ccccc1-c1cccc(CN2CCN(C)C(CCO)C2)c1 (centres undefined),-7%,-5%,0%,-8%,-2,nt,20%,-16%,2%
O=C(O)/C(=C\c1ccco1)NC(=O)c1ccco1,-5%,?,3%,3%,-1,-21%,19%,-13%,-14%
O=c1nc(Nc2ccccc2)sc2ccc([N+](=O)[O-])cc12,-5%,?,?,1%,-7,-5%[59 µM],9%,?,7%
Cc1c(OCC(=O)NCCCN2CCOCC2)ccc2c1oc(=O)c1ccccc12,5%,-1%,-15%,10%,10,4%,23%,-13%,15%
O=C(CN1CCC(n2nnc3cc(F)ccc32)CC1)NC1CCCCC1,-6%,6%,-7%,-8%,-3,-20%,38%,-6%,2%
Cc1cccc(Nc2nc(-c3sc(C)nc3C)cs2)c1,-9%,-5%,?,15%,-1,?,?,?,?
CN1CCN(c2ncnc3c2[nH]c2ccc(F)cc23)CC1,-9%,-1%,10%,8%,2,-20%[59 µM],35%,1%,0%
COc1ccc(S(=O)(=O)N(CCc2ccccc2)CC(=O)Nc2ccc(C)c(C)c2)cc1OC,-1%,76%[activator],-2%,-13%,2,-33%[59 µM],12%,-30%,0%
Cc1ccc(-c2ccc(S(=O)(=O)Nc3cccnc3)cc2)cc1,-6%,33%[activator],-7%,18%,-13,6%,30%,-10%,-5%
CCc1ccc2[nH]c(=O)c(C(c3nnnn3Cc3ccc(OC)cc3)N3CCOCC3)cc2c1 (centres undefined),-3%,8%,12%,-2%,4,-9%[59 µM],34%,-4%,-1%
C/C(NC1CCCC1)=C(/C#N)C(N)=O,-8%,0%,13%,-2%,15,12%[12.7 µM],18%,5%,-1%
O=C(Nc1ccccc1)C1CC(=O)n2ncnc2N1 (centres undefined),0%,13%,-1%,10%,0,-1%[59 µM],25%,-17%,1%
COc1ccc(CCNC(=O)CSc2ccc3ccccc3c2)cc1OC,-6%,10%,3%,8%,-9,25µM*,33%,-19%,-5%
CCCS(=O)(=O)NCCc1cc2c(C)ccc(C)c2[nH]c1=O,-5%,3%,nt,-9%,11,?,23%,-10%,0%
c1cc(OCCCN2CCCCC2)ccc1CN1CCCCC1,7%,0%,-16%,6%,3,6%,15%,-10%,5%
N#Cc1c(N)c(C#N)c(-c2ccc(O)cc2)c2c1CCCC2,-1%,-2%,-1%,2%,-4,0%,38%,-9%,14%
O=C(c1cnn(-c2cccc(F)c2)c1-n1cccc1)N1CCN(c2ccccc2F)CC1,-2%,-5%,-17%,4%,-1,-5%[59 µM],29%,-19%,-1%
CN1CCN(CCn2c(=S)[nH]c3ccccc3c2=O)CC1,8%,1%,?,8%,-2,?,46%[activator],11%,-9%
CCCN(CCC)C(=O)c1ccccc1C(=O)N(CCC)CCC,2%,-5%,-1%,-10%,1,16%[59 µM],35%,-4%,-12%
Cc1ccc(C(C)C)cc1OCCn1cncn1,-10%,-7%,79µM*,1%,-3,11µM*,50µM*,2.2µM*,5%
COc1ccc2c(c1)sc1ncc(C(=O)NCc3ccc(Cl)cc3)c(=O)n12,-1%,0%,2%,-3%,-3,-2%[59 µM],54%[activator],16%,1%
Cc1c(CCOC(=O)c2ccc([N+](=O)[O-])cc2)sc[n+]1CC(=O)c1ccccc1,6%,-9%,?,4%,1,7%[59 µM],32%,-25%,3%
O=C(COC(=O)c1ccc(N2CCCC2=O)cc1)c1ccc(OC(F)F)cc1,i,-2%,1%,5%,5,1%,19%,-14%,-9%
O=C(c1ccco1)N1CCN(/C(=N/S(=O)(=O)c2cccs2)c2ccccc2Cl)CC1,-2%,5%,-3%,2%,-4,-49%[59 µM],49%,-1%,-6%
CCCCCn1c(SC(C)C(C)=O)nc2c1c(=O)[nH]c(=O)n2C (centres undefined),3%,-2%,8%,9%,3,-9%,31%,-8%,2%
O=C(Nc1ccc(C(=O)NCCCN2CCN(c3ccc(F)cc3)CC2)cc1)C1=CSCCO1,i,-1%,-19%,7%,-3,9%,38%[activator],-24%,3%
Cc1c(NC(=O)Nc2ccc(C(C)(C)C)cc2)c(=O)n(-c2ccccc2)n1C,-2%,-13%,-22%,-7%,-4,-8%[2.33 µM],1%,?,26%
CNC(CC(C)C)C(=O)NC1C(=O)NC(CC(N)=O)C(=O)NC2C(=O)NC3C(=O)NC(C(=O)NC(C(=O)O)c4cc(O)cc(O)c4-c4cc3ccc4O)C(O)c3ccc(c(Cl)c3)Oc3cc2cc(c3OC2OC(CO)C(O)C(O)C2OC2CC(C)(N)C(O)C(C)O2)Oc2ccc(cc2Cl)C1O (centres undefined),-1%,-1%,nt,-1%,-2,nt,25%,-9%,13%
O=C1NCCN1C(=O)N(c1ccccc1)c1ccccc1,-6%,-4%,2%,-5%,-4,-3%[59 µM],34%[activator],-9%,0%
CC(=O)N(Cc1cc(=O)[nH]c2ccccc12)c1ccccc1C,5%,-3%,-1%,0%,1,25µM*,-3%,?,3%
CCOc1ccc(S(=O)(=O)NCc2cccs2)cc1,3%,-8%,10%,-7%,9,-3%[12.7 µM],30%,1%,-2%
O=C(c1cccc(S(=O)(=O)N2CCOCC2)c1)N(CCc1ccccc1)Cc1ccccc1,-4%,6%,-2%,2%,0,?,35%,-11%,-1%
Cn1c(CC(=O)Nc2ccccc2)nnc1SCC(=O)c1ccccc1,-2%,1%,-13%,-4%,-2,?,39%,-10%,-2%
CCOC(=O)N1CCN(C(=O)Nc2ccc3nccnc3c2)CC1,-11%,0%,0%,nt,0,0%[59 µM],19%,-9%,-4%
COc1ccc2cc(C(=O)NCc3ccc4c(c3)CCN4C(=O)c3ccc(F)cc3)[nH]c2c1,7%,10%,-17%,6%,-3,1%[59 µM],19%,-21%,-7%
COc1cc(NC(=O)C(=O)Nc2ccc3nc4n(c(=O)c3c2)CCCCC4)cc(OC)c1OC,-1%&-10%,-2%&-1%,5%&3%,-4%&2%,0&0,-3%[59 µM],31%&9%,-17%&-14%,0%&3%
CCCCN(Cc1ccco1)C(=O)Cn1ncc2c([nH]c3ccccc32)c1=O,i,1%,-1%,1%,-2,11%[59 µM],24%,-13%,-5%
CN(C)S(=O)(=O)c1ccc(C(=O)N2CCC(c3nc4ccccc4o3)CC2)cc1,i,3%,1%,-1%,0,5%[12.7 µM],32%,8%,-17%
CC(=O)N/C(=C\c1ccc(Br)s1)C(=O)O,-7%,-1%,23%,1%,3,-40%,29%,-12%,6%
O=C(C1CC1)N1CCc2cc(Br)cc(S(=O)(=O)NCc3ccco3)c21,4%,1%,-27%,-5%,5,14%[59 µM],12%,-26%,5%
Cc1ccc(C)c(OCC(O)CN2CCC(CN3C(=O)c4cccc5cccc(c45)C3=O)CC2)c1 (centres undefined),-6%,-3%,-37%,1%,0,-4%[59 µM],?,?,5%
COC(=O)[C@H]1[C@@H](C)N(Cc2ccccc2)C(=O)N[C@H]1c1ccccc1,6%,-8%,nt,-7%,-2,nt,29%,-13%,1%
CCCCN(Cc1ccccc1)C(=O)C1CCN(Cc2sccc2C)CC1,-3%,3%,-36%,2%,-3,14µM*,?,5.6µM*,7%
CC(=O)c1ccc(OCCCC(=O)Nc2cccc(S(=O)(=O)N(C)C)c2)cc1,-3%,2%,-1%,nt,-3,-5%[59 µM],4%,0%,8%
Cc1cc(C)cc(NC(=S)NCCc2c[nH]c3ccccc23)c1,9%,1%,28µM*,-10%,-6,40µM*,?,-3%[11.4 µM],-2%
Clc1cccc(Cl)c1COc1ccncc1,-4%,7%,1%,-1%,-10,16%[59 µM],21%,-14%,5%
COc1cc(Cl)c(C)cc1NC(=O)c1ccc2c(SCC(=O)O)c3c(nc2c1)CCCC3,-28%,-4%&0%,?,8%&4%,0&-3,-10%,-4%&-4%,?,151%&-15%[activator]

# High-throughput results as filed in PubChem.
